CTSL1 counter – blocks F. hepatica cathepsin L1 in PFM18AAP counter-screen | recombinant F. hepatica cathepsin L1, Z-Leu-Arg-MCA fluorescence | inhibition, % at 5.96 µM | 0.49% of 300,000 active | AID 1906;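 active = inhibition above the mean of all tested compounds plus 3 SD, set per screening campaign, cut at about 17% in these data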;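 note: 0% = plate median of test compound wells and 100% = 1 µM Z-Phe-Ala-diazomethylketone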
AHR act – activators of human aryl hydrocarbon receptor; AHR-responsive luciferase reporter cells, luminescence; 2.5% of 320,000 active; activation, % at 5 µM; in the data active = activation above about 47%;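 note: 0% = vehicle wells and 100% = reference agonist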
PAFAH2 FP inh – PAFAH2 (human) inhibition; Q99487; recombinant PAFAH2, FP-rhodamine activity probe, fluorescence polarization; inhibition, % at 3.39 µM; 0.99% of 340,000 active; AID 492956;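 active = inhibition above the mean over all tested compounds plus 3 SD, cut at about 30% in these data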;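 note: inhibitors block probe labeling of enzyme so polarization drops; 0% = enzyme with DMSO and 100% = wells lacking PAFAH2 protein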
PP1 counter – PP1-alpha (human) inhibition in PP5 counter-screen; inhibition, % at 6.7 µM; AID 2235; 0.9% of 320,000 active; purified PP1alpha, OMFP fluorescence;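 active = inhibition above the mean inhibition of all tested compounds plus 3 SD, computed separately for each screening campaign, cut at about 15% in these data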
Target sequence (P62136 whole entry, looked up): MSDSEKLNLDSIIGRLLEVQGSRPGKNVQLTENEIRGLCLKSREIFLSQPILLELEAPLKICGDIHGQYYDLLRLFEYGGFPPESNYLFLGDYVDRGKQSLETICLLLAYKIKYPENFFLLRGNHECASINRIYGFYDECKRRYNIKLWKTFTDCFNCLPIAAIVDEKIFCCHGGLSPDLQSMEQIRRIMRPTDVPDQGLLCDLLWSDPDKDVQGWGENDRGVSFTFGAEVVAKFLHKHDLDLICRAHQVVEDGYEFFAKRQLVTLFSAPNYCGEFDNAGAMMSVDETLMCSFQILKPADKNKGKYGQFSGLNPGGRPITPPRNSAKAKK
TPT1 inh – inhibitors of Candida albicans tRNA 2'-phosphotransferase TPT1. recombinant caTPT1, FP RNA substrate dephosphorylation. inhibition, % at 5 µM. 0.81% of 300,000 active;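 active = inhibition above the mean of all tested compounds plus 3 SD, set per screening campaign, cut at about 24% in these data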;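 note: plate controls were DMSO alone for no effect and ferristatin control at 100 nM for full effect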
procasp3 activ – activators of human procaspase-3; activation, % at 8.5 µM; recombinant procaspase-3 D3A, Ac-DEVD-pNA absorbance 405 nm; 0.11% of 330,000 active; AID 463141; P42574;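 active = activation above the mean of all tested compounds plus 3 SD, cut at about 21% in these data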;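 note: 0% = DMSO alone and 100% = DMSO wells spiked with extra 5 µM PC-3 D3A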
Target sequence (P42574 whole entry D9A/D28A/D175A): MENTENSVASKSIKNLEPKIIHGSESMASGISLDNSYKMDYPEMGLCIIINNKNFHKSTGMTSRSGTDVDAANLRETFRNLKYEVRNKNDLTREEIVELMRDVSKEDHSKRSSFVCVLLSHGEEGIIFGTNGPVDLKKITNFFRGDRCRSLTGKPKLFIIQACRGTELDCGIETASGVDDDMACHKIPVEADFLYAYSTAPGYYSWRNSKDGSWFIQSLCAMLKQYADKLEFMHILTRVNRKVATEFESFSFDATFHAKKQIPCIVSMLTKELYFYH
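Evaluation: percent activation relative to control range; Material: Procaspase-3 D3A mutant, all three cleavage aspartates alanine; Compound: single dose, 8.5 µM nominal compound, 0.8% DMSO; Replication: one well per compound; Signal: absorbance at 405 nm, 0 and 120 min; Schedule: 1 h preincubation plus 2 h reaction at 25 °C.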
proCasp7 act – counter-screen for procaspase-3 activators: activators of human procaspase-7; P55210; recombinant procaspase-7, Ac-DEVD-pNA absorbance 405 nm; D23A/D198A/D206A triple mutant, cannot self-cleave; scale: DMSO 0, 5 µM enzyme 100; activation, % at 8.5 µM; 0.093% of 330,000 active; AID 463210;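 active = percent activation above the screen-wide mean plus 3 SD, cut at about 25% in these data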
Target sequence (P55210 whole entry D23A/D198A/D206A): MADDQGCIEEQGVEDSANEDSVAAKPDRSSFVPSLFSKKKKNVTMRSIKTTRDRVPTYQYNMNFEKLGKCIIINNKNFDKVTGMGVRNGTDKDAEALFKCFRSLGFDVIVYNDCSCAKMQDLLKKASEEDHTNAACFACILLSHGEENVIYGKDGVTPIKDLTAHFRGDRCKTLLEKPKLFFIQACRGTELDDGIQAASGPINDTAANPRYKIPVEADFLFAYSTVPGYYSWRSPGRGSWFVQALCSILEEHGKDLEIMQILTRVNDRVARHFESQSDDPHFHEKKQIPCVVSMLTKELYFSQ
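Test system: Procaspase-7 triple mutant (PC-7 D3A). Also added: Ac-DEVD-pNA substrate, 400 µM as added. Schedule: 1 h enzyme–compound preincubation and 2 h substrate reaction, both 25 °C. Signal: p-Nitroaniline absorbance at 405 nm, read at 0 and 120 min. Control set: low DMSO alone, high DMSO plus 5 µM PC-7.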
core dimer inh – HCV core protein dimerization inhibition. TR-FRET GST/Flag-core106 dimerization, 1536-well. inhibition, % at 5 µM. 0.33% of 300,000 active. AID 1899;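 active = inhibition above the mean of all tested compounds plus 3 SD, set per screening campaign, cut at about 45% in these data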
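Test system: GST/Flag-tagged HCV core106 proteins; Medium: KF-containing HEPES buffer, pH 7.45, DTT, CHAPS, BSA; Times: compound-protein-antibody incubation 4 h at 22.5 °C; Detection: TR-FRET 671 and 617 nm emission; Benchmarks: wells lacking GST-core106 and wells with excess unlabelled core106.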
PP5 primary – blocks human protein phosphatase 5 activity. inhibition, % at 6.7 µM. purified PP5c, OMFP substrate fluorescence. 0.18% of 320,000 active. P53041;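 active = inhibition above the campaign's mean inhibition across all tested compounds plus 3 SD, cut at about 9.5% in these data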;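 note: 0% = DMSO only and 100% = 100 µM cantharidin control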
* = called active by the depositor; x = no result given.

item	Molecule	CTSL1 counter	AHR act	PAFAH2 FP inh	PP1 counter	TPT1 inh	procasp3 activ	proCasp7 act	core dimer inh	PP5 primary
1	CCOCCCNC(=O)c1ccc2c(=O)n(Cc3ccc4c(c3)OCO4)c(=S)[nH]c2c1	-0.5	1.2	-1.5	-3.2	1.5	3.1	4.3	-3.6	-1.8
2	COc1ccc(/C=C\C(=O)CC(O)(c2ccccc2)C(F)(F)F)cc1 (stereo not drawn)	2.9	5.1	7.0	2.9	1.4	-1.2	-0.1	0.0	5.9
3	Cc1ccc(C(C#N)c2ccc(Cl)nn2)cc1 (stereo not drawn)	-2.2	-2.9	-7.2	-11.2	-1.6	-1.4	-3.9	3.7	-3.0
4	CCCS(=O)(=O)c1c(S(=O)(=O)CCC)c2c(N)cccn2c1C(=O)c1ccc(Br)cc1	4.0	0.7	2.8	9.4	3.5	-5.7	5.5	25.7	1.9
5	CCOC(=O)C(NC(=O)c1cccc(Cl)c1)(Nc1nnc(C)s1)C(F)(F)F (stereo not drawn)	-0.5	4.0	6.5	0.4	-1.5	7.1	6.3	-5.6	0.5
6	O=C(CCC(=O)N1CCOc2ccc(Cl)cc21)NCCCN1CCC(Cc2ccccc2)CC1	1.6	0.8	1.1	0.4	-3.8	-6.1	-3.5	-15.8	1.6
7	CCOC(=O)c1ccc(-n2c(C)nc3c(cnn3-c3ccccc3C)c2=O)cc1	-1.8	-1.1	3.2	-1.1	-1.6	-3.1	-2.3	-2.9	0.3
8	Cc1cc(NC(=O)COC(=O)CCNS(=O)(=O)c2cccc(C(F)(F)F)c2)no1	-20.1	-0.9	5.2	-1.3	-0.6	-4.7	3.5	-2.2	1.8
9	COc1ccc2[nH]c(C(=O)NCCc3ccccc3)cc2c1	6.1	27.1	x	-2.3	-3.3	2.3	2.7	4.6	-1.6
10	O=C(CSc1nc2ccccc2[nH]1)Nc1ccc2[nH]c(=O)[nH]c2c1	x	38.0	-0.5	-1.4	x	-4.2	1.4	x	-3.3
11	FC(F)(F)c1ccc(-c2noc(CN3CCCN(C4CCCCC4)CC3)n2)cc1	-10.2	8.2	-1.7	-11.9	-0.3	-0.3	1.7	3.5	2.0
12	CCOc1cc(NC(=O)c2ccccn2)c(OCC)cc1NC(=O)c1cccc(C)c1	-0.3	5.0	12.1	0.1	-4.6	11.6	-3.1	5.1	0.3
13	O=C(COc1ccc(Cl)cc1)NCCNC(=O)c1ccccn1	-1.0	3.6	2.8	-2.1	-2.8	-1.9	8.0	-5.0	0.0
14	COc1ccc(OCC(=O)NNc2c3ccccc3nc3ccccc23)cc1	13.3	-17.5	6.7	-0.1	-2.7	-35.8	-16.6	-12.6	1.5
15	Cc1nnc(C)n1/N=C/c1ccc(-c2ccccc2)cc1	0.5	-8.9	2.0	1.9	1.4	1.5	-1.8	2.0	0.1

Brought forward from above: 2 compounds, then new ones.
item	Molecule	CTSL1 counter	AHR act	PAFAH2 FP inh	PP1 counter	TPT1 inh	procasp3 activ	proCasp7 act	core dimer inh	PP5 primary
14	COc1ccc(OCC(=O)NNc2c3ccccc3nc3ccccc23)cc1	13.3	-17.5	6.7	-0.1	-2.7	-35.8	-16.6	-12.6	1.5
15	Cc1nnc(C)n1/N=C/c1ccc(-c2ccccc2)cc1	0.5	-8.9	2.0	1.9	1.4	1.5	-1.8	2.0	0.1
16	COc1ccc(-c2cc(-c3ccccc3)nc(=O)[nH]2)cc1	6.3	9.5	-7.1	-2.3	-1.6	-12.7	-12.0	-0.6	1.2
17	CC(C(=O)N1CCCC1)N1CCN(S(=O)(=O)c2ccccc2)CC1 (stereo not drawn)	x	0.2	3.8	x	x	0.7	-11.0	x	x
18	Cc1ccc(C(=O)COC(=O)CN2C(=O)C3C4CCC(C4)C3C2=O)cc1[N+](=O)[O-] (stereo not drawn)	1.5	0.7	1.5	-0.6	-2.7	2.3	-16.2	10.9	1.3
19	Cc1ccc(C(=O)Nc2ccc3c4c(cccc24)CC3)cc1[N+](=O)[O-]	-16.1	16.9	6.2	4.0	-6.8	1.3	5.7	5.8	2.3
20	CC(=O)c1ccc(N2CCN(C(=O)Nc3ccc(C(C)C)cc3)CC2)cc1	3.9	-0.8	8.7	1.9	-1.1	-0.8	8.2	3.7	2.4
21	COC(=O)[C@]1(Cc2ccccc2)N[C@H](CN(C)S(=O)(=O)c2ccc(C(C)(C)C)cc2)[C@@H]2C(=O)N(Cc3ccccc3)C(=O)[C@@H]21	x	2.0	-3.5	x	x	4.5	-1.8	x	x
22	O=C(NC1CCN(Cc2ccccc2)CC1)c1ccc(CS(=O)c2ccc(F)cc2)o1 (stereo not drawn)	-0.8	0.6	-1.8	-1.5	-2.0	7.3	3.7	-1.7	-1.7
23	CCOc1ccc(NC2=NCC(=O)N2Cc2cccs2)cc1	6.2	0.1	-0.3	-1.2	-6.0	-2.9	-2.2	-4.8	-0.6
24	CSc1ccccc1C(=O)Nc1nc2ccccc2[nH]1	2.2	68.2*	7.4	-0.1	-0.8	-9.8	-4.2	-0.7	0.5
25	CC(=O)N1N=C(c2ccc3ccccc3c2)OC12CCCC2	0.0	-0.1	-5.2	-4.3	-1.6	6.4	7.1	5.4	-0.4
26	N/C(=N/O)C(c1ccccc1)c1ccccc1	-4.9	-0.2	1.1	2.7	-1.6	-0.8	0.0	-6.0	2.5
27	CC(NC(=O)c1cccc(Cn2cc([N+](=O)[O-])cn2)c1)c1ccc(C(C)(C)C)cc1 (stereo not drawn)	1.9	3.2	1.3	5.0	0.6	1.0	-9.2	3.1	8.6
28	Cc1csc(NC(=O)c2c(-c3ccccc3)noc2C)n1	-2.1	-0.3	5.6	-1.2	-1.7	5.4	16.6	4.3	-0.9
29	COc1ccc(NC(=O)[C@@H]2CC=C[C@@H]3CCN(C4CCCCC4)C(=O)[C@@H]32)cc1	-0.4	4.5	9.3	-0.5	-1.4	6.3	1.4	-0.7	1.4
30	Nc1ccc2nc(SCC(=O)N3CCOCC3)sc2c1	-0.2	17.7	1.1	-5.1	1.5	-1.8	10.0	-2.5	1.6
31	CN(C)c1cccc(C(=O)Nc2nc3ccccc3[nH]2)c1	-1.6	-1.5	-2.9	-0.8	2.0	-11.1	-8.9	-1.4	4.5
32	Cc1ccc(CNC(=O)C2CC(c3ccc(C(F)(F)F)cc3)=NO2)o1 (stereo not drawn)	1.8	1.2	-2.2	3.2	-2.2	8.8	0.3	-12.4	0.9
33	CCOCCCn1c(SCC(=O)Nc2cc(C(C)(C)C)nn2-c2ccccc2)nc2ccccc2c1=O	10.7	2.1	-3.1	-2.3	-1.8	-7.1	-1.4	7.8	2.8
34	CCCc1ccc(-c2ccc(/C=C/C(=O)O)cc2)nc1	0.2	-4.2	-11.2	-3.1	0.7	-3.2	4.2	5.1	0.9
35	Cc1ccsc1/C=N/NC(=O)c1nnn(-c2nonc2N)c1CN(C)c1ccccc1	1.4	-1.1	-0.7	3.9	-3.0	3.7	-3.3	5.2	3.3
36	COc1ccccc1CCNC(=O)C(=O)c1cn(CC(=O)N2CCCC2)c2ccccc12	0.8	21.8	0.9	-5.7	-0.9	5.1	8.6	0.7	0.6
37	O=C(OCc1nnn(Cc2ccccc2)c1-c1c(COC(=O)c2ccccc2)nnn1Cc1ccccc1)c1ccccc1	3.3	-0.7	-3.5	9.6	-0.1	-1.3	3.1	14.2	0.1
38	CSCC[C@@H](C(=O)NCCCCCCCCCCC(=O)N1CCN(C(=O)OC(C)(C)C)CC1)n1cc(CCO)nn1	1.8	5.8	0.6	5.3	2.8	7.7	1.0	0.5	1.9
39	CCCc1nnc(NC(=O)CCC(=O)NCCc2ccc(OC)c(OC)c2)s1	1.9	-1.1	-5.3	-0.6	-2.8	3.1	-0.3	-0.1	-2.0
40	COC(=O)CNC(=O)C12CC3CC(C1)CC(c1ccc(C)cc1)(C3)C2	-2.2	0.0	2.1	-1.5	1.3	-2.8	10.6	1.6	0.5
41	COC(=O)Cc1cc(=O)[nH]c(Nc2nc3ccccc3o2)n1	2.7	38.0	19.5	-1.8	0.6	-17.4	4.8	-3.3	-2.0
42	COc1ccc(S(=O)(=O)NC(CC(=O)NCC2CCCO2)c2ccco2)cc1 (stereo not drawn)	1.2	0.3	-3.3	-1.1	1.0	2.5	7.6	-3.5	1.5
43	CCN(c1cccc(C)c1)c1ncnc2nc[nH]c12	-0.4	2.5	6.0	-1.5	-0.7	8.2	-0.7	-1.3	2.1
44	CC[C@@H]1CCCCc2ccccc2[C@@H](C(=O)C[C@@H](O)CC(C)=O)OC1=O	x	-0.7	9.7	x	x	2.6	-2.9	x	x
45	COc1ccc(N(C(=O)CNC(=O)c2ccco2)C(C(=O)NC2CCCCC2)c2ccncc2)cc1 (stereo not drawn)	-1.2	-0.6	-11.3	-3.2	-1.7	5.2	2.5	-3.2	2.7
46	CCN(CC)CCN(C(=O)c1ccc([N+](=O)[O-])cc1)c1nc2ccc(OC)cc2s1	-0.4	0.5	-3.4	-1.1	2.3	-8.1	4.7	0.0	3.4
47	CCOc1cccc2sc(N(CCCN(C)C)C(=O)c3ccc(S(=O)(=O)N(C)c4ccccc4)cc3)nc12	-3.5	5.1	7.9	2.9	1.8	6.1	2.1	-3.9	4.0
48	CCOC(=O)c1cc2c(=O)n3ccccc3nc2n(Cc2ccco2)c1=NC(=O)c1ccccc1OC	2.4	3.3	19.1	3.0	5.2	-5.5	-6.2	11.2	-1.1
49	Cc1onc(-c2ccccc2)c1C(=O)NNC(=S)NC(=O)/C=C/c1cccs1	5.9	5.5	0.6	18.7*	-1.9	-5.5	-8.7	1.2	1.3
50	CCc1ccccc1NC(=O)C1CCCN(c2ncnc3onc(-c4ccc(F)cc4)c23)C1 (stereo not drawn)	-0.8	0.4	1.7	-0.5	-1.1	7.5	8.4	3.3	0.6
51	CCc1ccc(C2C3=C(CC(C)(C)CC3=O)Nc3c2c(=O)[nH]c2nc(C)nn32)cc1 (stereo not drawn)	0.7	-0.4	-3.3	-1.9	1.3	-4.9	7.6	0.7	2.5

Four entries from above, sorted by count of non-hydrogen atoms, smallest number first.
item	Molecule	CTSL1 counter	AHR act	PAFAH2 FP inh	PP1 counter	TPT1 inh	procasp3 activ	proCasp7 act	core dimer inh	PP5 primary
49	Cc1onc(-c2ccccc2)c1C(=O)NNC(=S)NC(=O)/C=C/c1cccs1	5.9	5.5	0.6	18.7*	-1.9	-5.5	-8.7	1.2	1.3
51	CCc1ccc(C2C3=C(CC(C)(C)CC3=O)Nc3c2c(=O)[nH]c2nc(C)nn32)cc1 (stereo not drawn)	0.7	-0.4	-3.3	-1.9	1.3	-4.9	7.6	0.7	2.5
45	COc1ccc(N(C(=O)CNC(=O)c2ccco2)C(C(=O)NC2CCCCC2)c2ccncc2)cc1 (stereo not drawn)	-1.2	-0.6	-11.3	-3.2	-1.7	5.2	2.5	-3.2	2.7
48	CCOC(=O)c1cc2c(=O)n3ccccc3nc2n(Cc2ccco2)c1=NC(=O)c1ccccc1OC	2.4	3.3	19.1	3.0	5.2	-5.5	-6.2	11.2	-1.1
